EIF4E inhibitors: eIF4E expression suppression, luciferase knock-in reporter – cell-based, HT1080, primary screen (AID 1224817). HT1080 EIF4E-luc2 knock-in reporter, luciferase, 16 h; hits give low values. log2 luciferase activity ratio at 2.5 µM. 2,000 compounds, 1% hits;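 active means log2 luciferase ratio at or below -0.5849, meaning signal at two thirds of solvent-only control or lower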;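 further: luciferase reports endogenous eIF4E expression since it is co-expressed from the native EIF4E locus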
* = called active by the depositor.

SMILES | EIF4E inhibitors
CC[C@@H]1C(=O)OC[C@@H]1Cc1cncn1C | 0.028
CC(=O)CCCCn1c(=O)c2c(ncn2C)n(C)c1=O | -0.46

High-throughput results as filed in PubChem.

Only part of the results is shown; count on the stated rates, not on these rows.
